Screening results deposited in PubChem by NCI.
Growth percent in the NCI-60 one-dose screen (48 h, 10 µM unless noted): 100 = growth as untreated, 0 = no growth, -100 = all killed.
A549/ATCC – A549/ATCC NSCLC. actives 3.7% (n = 81,000)
SK-MEL-28 – SK-MEL-28 melanoma; actives 4.1% (n = 81,000)
HOP-62 – HOP-62 NSCLC. actives 3.9% (n = 80,000)
CCRF-CEM – CCRF-CEM leukemia; actives 7% (n = 77,000); AID 1794778
EKVX – EKVX NSCLC | actives 3% (n = 71,000) | AID 1794765
M14 – M14 melanoma; actives 6.2% (n = 80,000); AID 1794745
SK-MEL-5 – SK-MEL-5 melanoma; actives 6.4% (n = 80,000)
HOP-92 – HOP-92 NSCLC cells | actives 6.3% (n = 71,000)
Starred values were filed as active, the others as inactive; · = no result given; & = joins results of further samples. Rule for the calls: active = growth percent below 10; inactive = the rest.

SMILES	A549/ATCC	SK-MEL-28	HOP-62	CCRF-CEM	EKVX	M14	SK-MEL-5	HOP-92
C/C(=N\O)c1ccc(NC(=O)CSc2nnc(-c3cc(-c4ccc(S(C)(=O)=O)cc4)nc4ccccc34)n2-c2ccccc2)cc1	81	102	99	68	85	93	75	81
CC(=O)Oc1c(Cl)cccc1-c1ccccc1	90	112	103	101	103	108	101	95
COC(=O)c1cccnc1Nc1ccc(N2C(=O)C=CC2=O)cc1	101	103	102	100	102	107	100	94
Cc1[nH]c(C(=O)Nc2ccccc2OCc2cccc(C(=O)NC3CCCNC3)c2)c(Cl)c1Cl (stereo unspecified)	-53*	-85*	-42*	2.3*	-80*	-87*	-23*	48
CCOC(=O)c1cnc2c(N=Nc3ccc(OC)cc3)c(N)nn2c1N	95	114	104	103	103	110	96	113
CCCCCCCCCCCCNCc1ccccc1	99	102	98	115	90	99	92	67
Cc1c(O)cnc2nn(-c3ccccc3)c(=N)n12	96	112	98	·	·	114	101	·
CCCCS(=O)(=O)Nc1ccc(Cl)cc1	99	113	99	112	98	103	105	·
CN1C(=O)NC2(CCCC2)C1=O	102	115	·	89	111	111	105	88
O=C(/C=C/c1cc2ccccc2[nH]c1=O)/C=C/c1cc2ccccc2[nH]c1=O	-8.0*	38	0.4*	18	47	-45*	-23*	69
Cc1ccc2nc(Nc3nc(C)c(C(=O)Nc4ncccn4)c(-c4ccc(F)cc4)n3)sc2c1	93	108	93	·	·	87	97	74
O=[N+]([O-])c1ccc(N/N=C/c2cccnc2)cc1	75	47	·	60	74	44	67	40
Cc1ccc(/C=C2\SC(=O)N(Cc3cc4ccccc4nc3Cl)C2=O)cc1	100	106	107	104	101	102	99	122
Nc1ncnc2c1cnn2C1CCCCC1	96	115	86	101	93	101	101	98
O=C(Nc1ccc(N2CCNCC2)cc1)c1[nH]ncc1Nc1cc(C2CC2)ncn1	33	80	66	30	70	45	52	78
O=C1c2cccc3c(Br)ccc(c23)C(=O)N1CC1CO1 (stereo unspecified)	100	110	101	100	109	114	94	77
NS(=O)(=O)c1ccc(Nc2nc(SCC(=O)c3ccccc3)nc3c2CCCC3)cc1	102	105	129	98	90	96	98	·
COc1ccc(OC)c(/C=C/c2nnc(Nc3ccc(Cl)cc3)s2)c1	98	104	96	94	96	106	96	·
CN1C(N2CCN(S(=O)(=O)c3ccccc3)CC2)=NS(=O)(=O)c2ccccc21	70	103	89	118	111	100	104	87
O=C1/C(=C/c2ccccc2[N+](=O)[O-])Oc2ccc(O)cc21	85	43	78	-2.7*	70	55	91	80
COc1ccc(-c2nc3ccccc3n2CC(=O)N=Nc2c(O)[nH]c3ccc(Cl)cc23)cc1	69	111	40	66	94	90	65	29
O=C1/C(=C/c2ccccc2)CN(C(=O)C(Cl)Cl)C/C1=C\c1ccccc1	21	-26*	75	8.2*	12	-28*	-32*	42
COC(=O)C(N)CCCN=C(N)NC(=S)Nc1ccc(Cl)cc1 (stereo unspecified)	85	100	72	106	67	99	98	74
COc1cc(-c2nc3cc(Cl)c(Cl)cc3[nH]2)ccc1OCC(=O)N=Nc1c(O)[nH]c2ccc([N+](=O)[O-])cc12	114	82	89	22	96	81	85	84
O=C(COc1ccc(NC(=O)Nc2ccc(Cl)cc2)cc1)N=Nc1c(O)[nH]c2ccc([N+](=O)[O-])cc12	105	-4.4*	36	-37*	88	21	63	-36*

Continued (4 carried over from the part before).
SMILES	A549/ATCC	SK-MEL-28	HOP-62	CCRF-CEM	EKVX	M14	SK-MEL-5	HOP-92
O=C1/C(=C/c2ccccc2)CN(C(=O)C(Cl)Cl)C/C1=C\c1ccccc1	21	-26*	75	8.2*	12	-28*	-32*	42
COC(=O)C(N)CCCN=C(N)NC(=S)Nc1ccc(Cl)cc1 (stereo unspecified)	85	100	72	106	67	99	98	74
COc1cc(-c2nc3cc(Cl)c(Cl)cc3[nH]2)ccc1OCC(=O)N=Nc1c(O)[nH]c2ccc([N+](=O)[O-])cc12	114	82	89	22	96	81	85	84
O=C(COc1ccc(NC(=O)Nc2ccc(Cl)cc2)cc1)N=Nc1c(O)[nH]c2ccc([N+](=O)[O-])cc12	105	-4.4*	36	-37*	88	21	63	-36*
CCOC(=O)/C=C(\CC(=O)OCC)n1c(=O)c2sc3ncccc3c2n2nnc(-c3ccccc3)c12	103	108	96	91	103	105	106	67
O=C1CCC(NNS(=O)(=O)c2ccccc2)N1 (stereo unspecified)	102	97	110	107	109	107	106	105
Oc1[nH]c2cc(Cl)ccc2c1/C=c1/cc2c(c(-c3ccc(F)cc3)n1)=Nc1ccccc1-2	96	110	88	·	98	99	98	71
CCCCCCCCOC(=O)c1c(C)[nH]c(/C=C2\N=C(c3ccc[nH]3)C=C2OC)c1C	-11*	-12*	13	18	28	-56*	-99*	-12*
Cc1ccc(S(=O)(=O)n2ccnc2)cc1	89	111	106	120	91	104	100	97
CCOC(=O)C1=C(c2ccccc2)N=c2s/c(=C/c3ccc(Br)cc3)c(=O)n2C1c1ccc(Br)cc1 (stereo unspecified)	92	96	101	93	87	91	97	72
NC1=NC2(CS1)CSC(N)=N2	97	108	104	96	·	91	106	100
O=C(O)c1cn(C2CC2)c2cc(N3CCN(Cn4nc(-c5ccc6ccccc6c5)oc4=S)CC3)c(F)cc2c1=O	99	106	94	106	95	100	98	109
CCOC(=O)CNC(=O)Nc1ccc2c(ccn2C(=O)c2cccc(F)c2)c1	99	99	96	59	95	98	99	89
Cc1ccc(-c2nc(Nc3ccc(S(N)(=O)=O)cc3)c3ccccc3n2)cc1	52	76	67	26	66	23	74	36
CC(=O)Oc1c(Br)c(Br)c(Br)c(Br)c1Br	73	99	100	·	103	103	97	73
COc1ccc(-n2nc(C(=O)Nc3cc(OC)c(OC)c(OC)c3)nc2-c2cc(OC)c(OC)c(OC)c2)cc1	·	117	86	88	·	99	70	97
CC1(C)CC(=O)C2=C(C1)N(CCc1ccc(S(N)(=O)=O)cc1)C1=C(C(=O)CC(C)(C)C1)C2c1ccc(O)cc1	104	104	108	109	100	104	104	86
CC1CC(C)CN(C(=O)c2ccc(Cl)cc2Cl)C1 (stereo unspecified)	61	112	93	99	·	86	107	116
NCC(=O)NC(CC(=O)O)C(=O)O (stereo unspecified)	103	104	101	79	95	104	101	100
C=CCn1c(SC/C(=N\O)c2ccccc2)nnc1-c1cc(-c2ccc(Cl)cc2)nc2ccccc12	32	59	70	·	43	34	14	56
COc1ccc(-c2cc(C(=O)N=Nc3c(O)[nH]c4ccc(Cl)cc34)c3ccccc3n2)cc1OC	111	110	123	112	90	89	111	121
CCOc1cc(/C=N\NC(=O)CCCC(=O)N/N=C/c2ccc(O)c(OCC)c2)ccc1O	105	110	97	112	110	109	113	98
CN(C)CCOC(=O)Nc1nc2ccc(Sc3ccccc3)cc2[nH]1	39	64	29	22	47	0.3*	19	42
O=c1oc2ccccc2cc1-c1nnc(SCc2ccccc2)o1	98	97	96	88	105	88	98	66
COc1cc2oc(-c3cccc(NC(=O)c4cc(NC(=O)[C@H](C)NC(=O)OC(C)(C)C)ccc4C)c3)cc(=O)c2c(OC)c1OC	80	87	84	62	85	98	63	-0.5*
Nc1ccc(C(=O)OCCCN(C2CCCCC2)C2CCCCC2)cc1	90	102	88	104	103	100	104	99
OCCOc1c(Cl)c(Cl)c(Cl)c(Cl)c1Cl	102	110	103	99	63	117	99	91
OCCOCCOCc1ccccc1	98	118	105	61	98	115	101	100
O=C1/C(=C\c2cn(C(=O)c3c(Cl)cccc3Cl)c3ccccc23)c2ccccc2N1C(=O)c1c(Cl)cccc1Cl	91	103	99	87	99	94	85	49

Remaining list, next part.
SMILES	A549/ATCC	SK-MEL-28	HOP-62	CCRF-CEM	EKVX	M14	SK-MEL-5	HOP-92
Nc1ncnc2[nH]c(=O)[nH]c12	118	107	98	125	83	95	100	·
Cc1ccc(-c2nc(NS(=O)(=O)c3ccccc3)nc(Cl)c2C#N)cc1	103	110	106	91	101	103	101	101
Cc1nn(CC(O)c2ccccc2)c(N)c1C(=O)N/N=C\c1ccc(OC(F)F)c(OC2CCCC2)c1 (stereo unspecified)	88	109	85	96	99	113	87	109
CCN(CC)C(Cl)=Nc1ccc(Cl)cc1	97	106	100	100	·	107	102	108
CC(C)CC(C(=O)O)C(=O)O	98	107	93	97	130	98	108	114
O=C(NNc1ccccc1)C1CCCN1 (stereo unspecified)	76	69	77	47	69	43	89	108
CNC(=O)N(C)C(=O)c1ccccc1C(=O)N(C)C(=O)NC	93	115	98	98	108	108	98	69
N#CN=CN1CC2CCC(CC2)C1	98	104	98	106	·	109	100	115
CC(=O)NCc1c(C)c(C)c(CNC(C)=O)c(C)c1C	105	114	94	102	114	107	101	96
Oc1cccc(O)c1	99&101	112&102	100&120	98&112	98	107&103	101&98	104&93
Cc1cc[n+](CC(=O)c2ccc3ccccc3c2)cc1	103	109	90	98	98	90	98	64
O=C(Nc1ccc(Br)cc1F)c1cc(F)ccc1O	9.7*	6.8*	2.1*	7.5*	7.7*	-11*	·	-11*
COc1cc(C=C2C(=O)N(C)C(=O)N(C)C2=O)cc(CN2CCCC2)c1O	104	111	108	111	98	105	98	97
C=C1CC[C@@H]2[C@](C)(COC(C)=O)[C@H](OC(C)=O)CC[C@@]2(C)[C@@H]1CC(Nc1ccc(S(=O)(=O)NC(C)=O)cc1)C1=CCOC1=O (stereo partly specified)	28	-37*	82	-28*	57	-35*	7.4*	21
COc1ccc(/C(C)=C(\c2ccc(Cl)cc2)c2ccc(OCCN3CCCCCC3)cc2)cc1F	55	26	36	36	58	·	·	73
c1cnc2[nH]c3cc4c(cc3c2c1)OCO4	113	126	94	108	80	103	100	78
COc1ccc(Nc2nnc(-c3c[nH]c4ccccc34)o2)cc1	89	107	78	7.8*	68	98	91	85
O=C1CCCCC(=O)[C@H]2CC3(CO[C@@H]2CO1)OCCO3	102	106	100	106	99	100	100	93
O=[N+]([O-])c1cccc(Cn2cnc3c(=S)nc[nH]c32)c1	105&110	105&113	102&107	91	102	105&113	100&110	·
COc1cc(-c2nc3ccc([N+](=O)[O-])cc3[nH]2)ccc1OCC(=O)NN	103	95	86	77	93	93	94	65
COc1ccc(Nc2ccnc(NCCNc3ccnc4cc(Cl)ccc34)n2)cc1	47	-29*	75	42	·	-17*	-51*	·
O=C1OC(=O)[C@@H](c2ccccc2)[C@@H]1c1ccccc1	105	104	89	96	99	93	99	80

A second format for seven compounds above:
| mol | A549/ATCC | SK-MEL-28 | HOP-62 | CCRF-CEM | EKVX | M14 | SK-MEL-5 | HOP-92 |
| --- | --- | --- | --- | --- | --- | --- | --- | --- |
| C=C1CC[C@@H]2[C@](C)(COC(C)=O)[C@H](OC(C)=O)CC[C@@]2(C)[C@@H]1CC(Nc1ccc(S(=O)(=O)NC(C)=O)cc1)C1=CCOC1=O (stereo partly specified) | 28 | -37* | 82 | -28* | 57 | -35* | 7.4* | 21 |
| COc1ccc(/C(C)=C(\c2ccc(Cl)cc2)c2ccc(OCCN3CCCCCC3)cc2)cc1F | 55 | 26 | 36 | 36 | 58 | · | · | 73 |
| c1cnc2[nH]c3cc4c(cc3c2c1)OCO4 | 113 | 126 | 94 | 108 | 80 | 103 | 100 | 78 |
| COc1ccc(Nc2nnc(-c3c[nH]c4ccccc34)o2)cc1 | 89 | 107 | 78 | 7.8* | 68 | 98 | 91 | 85 |
| O=C1CCCCC(=O)[C@H]2CC3(CO[C@@H]2CO1)OCCO3 | 102 | 106 | 100 | 106 | 99 | 100 | 100 | 93 |
| O=[N+]([O-])c1cccc(Cn2cnc3c(=S)nc[nH]c32)c1 | 105&110 | 105&113 | 102&107 | 91 | 102 | 105&113 | 100&110 | · |
| COc1cc(-c2nc3ccc([N+](=O)[O-])cc3[nH]2)ccc1OCC(=O)NN | 103 | 95 | 86 | 77 | 93 | 93 | 94 | 65 |

Some of these compounds in order of length of the SMILES, rising.
SMILES	A549/ATCC	SK-MEL-28	HOP-62	CCRF-CEM	EKVX	M14	SK-MEL-5	HOP-92
Oc1cccc(O)c1	99&101	112&102	100&120	98&112	98	107&103	101&98	104&93
CC(=O)NCc1c(C)c(C)c(CNC(C)=O)c(C)c1C	105	114	94	102	114	107	101	96
COc1cc(-c2nc3ccc([N+](=O)[O-])cc3[nH]2)ccc1OCC(=O)NN	103	95	86	77	93	93	94	65
Cc1nn(CC(O)c2ccccc2)c(N)c1C(=O)N/N=C\c1ccc(OC(F)F)c(OC2CCCC2)c1 (stereo unspecified)	88	109	85	96	99	113	87	109
